High-throughput results (PubChem)
GLP1R inv ag: acts as inverse agonist at human GLP-1 receptor | HEK293 GLP-1R CRE-luciferase, luminescence, 24 h; GLP-1R form is constitutively active | P43220 | Potency, µM (top dose mostly 38.3 µM), without a hit: at the top dose activity change, negative = inhibition, actives largely listed as inhibitors | 1.6% of 410,000 active; note: potency is the fitted concentration of half-maximal effect; % is set by controls: 0 for no effect and ±100 for the full control effect; nearly all actives have a fitted effect of over 55% in size
Target sequence (P43220 whole entry, looked up): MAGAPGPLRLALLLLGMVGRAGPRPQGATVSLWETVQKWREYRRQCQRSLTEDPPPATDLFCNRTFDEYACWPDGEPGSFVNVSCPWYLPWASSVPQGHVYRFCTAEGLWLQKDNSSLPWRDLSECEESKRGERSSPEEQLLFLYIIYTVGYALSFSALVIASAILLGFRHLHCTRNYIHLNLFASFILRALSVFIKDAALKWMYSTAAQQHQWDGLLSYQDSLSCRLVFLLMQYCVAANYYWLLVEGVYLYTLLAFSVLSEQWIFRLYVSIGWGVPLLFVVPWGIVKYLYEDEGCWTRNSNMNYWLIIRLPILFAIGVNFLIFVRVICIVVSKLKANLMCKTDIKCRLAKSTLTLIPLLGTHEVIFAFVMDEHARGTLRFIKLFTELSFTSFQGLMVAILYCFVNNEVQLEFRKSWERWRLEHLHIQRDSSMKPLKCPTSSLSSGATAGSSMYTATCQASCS
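HEK293 cells stably co-expressing a cAMP-responsive luciferase reporter and constitutively active GLP-1R were seeded, incubated 12 h, then exposed to compounds for 24 h at 37 C. Luminescence was read 12 min after detection reagent; inverse agonists lower signal.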
PTHR1 ag: agonists of human PTHR1 parathyroid hormone receptor; Q03431; HEK293 GP2 PTHR1 cells, GloSensor cAMP luminescence, 1 h; Potency, µM (series often up to 115 µM), for the others: at the top dose activation, most hits filed as activators; 0.075% of 410,000 active; AID 743266; note: potency is the fitted concentration of half-maximal effect; nearly all actives have a fitted effect of over 55% in size; some results filed as inactive show a strong effect at the top dose; inactives centre near -15; many of its hits are not listed in these tables
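HEK-293-derived GP2 cells expressing PTHR1 and a GloSensor cAMP reporter, 3,000/well, plated overnight, given luciferin plus IBMX (each 0.5 mM as added) for 1 h at 37 °C, then compound for 1 h at 37 °C. Luminescence was read after 15 min at room temperature.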
Abeta rescue: compounds reversing amyloid beta toxicity in yeast | AID 1347071 | 0.063% of 410,000 active | Potency, µM (doses to about 46.1 µM), for inactives: top-dose growth rescue, actives largely listed as activators | yeast expressing A-beta42, growth rescue, OD600, 48 h; response scale: 0% DMSO, 100% iron-clioquinol control; note: potency is the fitted concentration of half-maximal effect; nearly all actives have a fitted effect of over 55% in size
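Growth rescue measured by 600 nm absorbance after 48 h yeast culture at 30 C with compound. Values normalized between DMSO and an equimolar ferric chloride plus clioquinol control.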
Akt phos inh: blocks phosphorylation of Akt; 0.32% of 360,000 active; activity change, % for hits at 50 µM; Neuro2A IGF-stimulated pAkt S473 HTRF, 20 min; hits give low values; AID 651550; in the data active = activity change below about -80%; inconclusive = mostly about -51% to -80%; note: % is set by controls: 0 for no effect and ±100 for the full control effect
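Single-point screen (50 µM final compound) in Neuro2A cells stimulated 20 min with 6 nM IGF at 37 deg C. After lysis, Ser473-phosphorylated Akt read by HTRF (ex 330 nm, em 615/665 nm) as the 665/615 ratio.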
TDP-43 yeast inh: rescues yeast growth from TDP-43 toxicity | TDP-43 expressing yeast growth rescue, BacTiter-Glo, 24 h | Potency, µM (series often up to 46.1 µM), for the others: top-dose growth rescue (activation), most hits filed as activators | 1.8% of 410,000 active | AID 652104; note: potency is the fitted concentration of half-maximal effect; % of control where 0% means no effect; nearly all actives have a fitted effect of over 50% in size
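Cell-based yeast growth screen: TDP-43 expression induced in galactose, inoculum OD600=0.02 after raffinose pregrowth to mid-log. Read-out BacTiter-Glo luminescence at 24 hr, 30 deg C; inhibition of toxicity seen as signal increase.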
DRD3 antagonist: D3 dopamine receptor (human) antagonism; AID 652054; 2.5% of 360,000 active; max response, negative = inhibition, %; D3R cells, DiscoveRx beta-arrestin luminescence, antagonist mode; hits give low values; P35462; in the data active = max response below about -50%; inconclusive = no clear call, values can overlap the other calls; note: % is set by controls: 0 for no effect and ±100 for the full control effect; mostly tested at two doses, the higher about 12 µM
Target sequence (P35462 whole entry, looked up): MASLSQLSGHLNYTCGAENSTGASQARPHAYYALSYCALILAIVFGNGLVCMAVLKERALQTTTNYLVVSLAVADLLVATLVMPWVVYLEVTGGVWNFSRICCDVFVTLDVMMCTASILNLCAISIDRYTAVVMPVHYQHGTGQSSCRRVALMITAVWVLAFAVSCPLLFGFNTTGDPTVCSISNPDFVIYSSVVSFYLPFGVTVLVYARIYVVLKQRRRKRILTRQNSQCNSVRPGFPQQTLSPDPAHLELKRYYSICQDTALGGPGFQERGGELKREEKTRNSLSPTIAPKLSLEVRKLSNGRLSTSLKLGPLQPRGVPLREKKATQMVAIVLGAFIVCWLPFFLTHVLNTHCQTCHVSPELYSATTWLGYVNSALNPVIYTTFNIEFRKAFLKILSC
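Cells expressing the human receptor were seeded at 1500 cells/well, incubated overnight at 37 degrees C in 5% CO2, then exposed to library compounds with dopamine controls for 90 minutes at 37 degrees C before luminescent detection.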
aSyn yeast inh: rescues yeast growth from alpha-synuclein toxicity; Yeast expressing alpha-synuclein, growth rescue, BacTiter-Glo, 24 h; 0.14% of 370,000 active; Potency, µM (highest dose often 46.1 µM), for the others: top-dose growth rescue (activation), hits mostly activators; AID 652106; note: potency is the fitted concentration of half-maximal effect; % of control where 0% means no effect; nearly all actives have a fitted effect of over 65% in size
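Galactose-induced alpha-syn yeast (OD600=0.02, raffinose-pregrown) + pinned cpd, 24 hr, 30 deg C; growth by BacTiter-Glo luminescence. Growth restoration scores as activation.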
FUS suppressor: rescues growth of FUS-expressing yeast | S. cerevisiae FUS-expressing, growth rescue, OD600, 24 h | Potency, µM (series often up to 76.6 µM), inactives show top-dose growth rescue (activation), hits mostly activators | 0.24% of 390,000 active;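 note: potency is the fitted concentration of half-maximal effect; plate controls were DMSO vehicle for no effect and reference control for full effect; nearly all actives have a fitted effect of over 55% in size; some results filed as inactive show a strong effect at the top dose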
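Steps: raffinose overnight preculture; dilution to OD 0.005 in 2% galactose minimal medium; compound addition (concentration series); 24hr at 30C, 99% humidity; absorbance read at 600 nm.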
GLP-1R agonist: activates the human GLP-1 receptor | HEK293 GLP-1R CRE-luciferase, luminescence, 4-6 h; cells express a hypersensitive GLP-1R form | Potency, µM (top dose mostly 45.6 µM), for the others: top-dose activation, actives largely listed as activators | 0.007% of 380,000 active; note: potency is the fitted concentration of half-maximal effect; % of control where 0% means no effect
An asterisk follows results filed as active; i = inactive; u = inconclusive; x = not tested or not shown; [ ] = remark or other dose. Unless noted, calls come from the whole dose curve; as a rule, active = well fitted curve in the direction sought with a large enough effect; inconclusive = small, poorly fitted or top-dose-only effect, or another doubt; inactive = no such curve, though single readings can be large; an effect the other way counts as inactive or inconclusive.

compound | GLP1R inv ag | PTHR1 ag | Abeta rescue | Akt phos inh | TDP-43 yeast inh | DRD3 antagonist | aSyn yeast inh | FUS suppressor | GLP-1R agonist
COCCn1c(SCC(=O)Nc2ccc(F)cc2)nc2c(c1=O)SCC2 | -7% | i | 2% | i | 4% | 4 | 7% | -22% | 6%
CCS(=O)(=O)Nc1cccc(C2=NN(C(C)=O)C(c3cccs3)C2)c1 (configuration not stated) | 16% | -23% | -5% | i | -10%[9.22 µM] | 0 | -1% | 2% | 11%
C[C@H](NC(=O)c1ncn2c1C(=O)N(C)CC2)C(=O)OC(C)(C)C | 11% | -13% | 2% | i | 11% | -20 | 0% | -10% | -4%
CSc1ccccc1-n1nnnc1SCC(=O)Nc1cc(C)ccc1C | 0% | -10% | -15% | i | 0% | 20 | 4% | 23% | 5%
CN(C(=O)c1cccc(NC(=O)Cc2ccc(NC(=O)C3CCCN(S(=O)(=O)c4cccc([N+](=O)[O-])c4)C3)cc2)c1)C1CCC1 (configuration not stated) | 13% | -9% | 4% | i | 11% | -1 | 0% | u | -2%
CCOC(=O)Cc1csc(Nc2c(C)n(C)n(-c3ccccc3)c2=O)n1 | 4% | -10%[57.5 µM] | -10% | i | -29% | -15 | -5% | -13% | -2%
COc1cc2c(cc1OC)C(C1C(=O)CCCC1=O)N(C(=O)CCl)CC2 (configuration not stated) | 6% | i | 10% | i | 24% | 17 | 2% | -3% | -3%
COc1cccc(NC(=O)c2ocnc2C)c1 | 1% | i | 0% | i | 15% | 4 | 0% | x | 1%
CC1(C(=O)N2Cc3ccccc3C2)CCN1C(=O)Cc1ccccc1 (configuration not stated) | 29% | -12% | -15% | i | 15% | 0 | -1% | -6% | -7%
COC(=O)c1cn(Cc2ccccn2)c(=O)c2ccccc12 | 0% | -4% | -18% | i | -10%[9.22 µM] | 5 | 2% | 2% | 13%
CCOC(=O)N1CCc2c(sc(NCc3ccc(OCC)cc3)c2C(=O)Nc2ccc(OC)cc2OC)C1 | u | i | 3% | x | 0% | x | x | 33% | x
Cc1ccccc1OC(=O)C1C(c2ccccc2)C(C(=O)O)C1c1ccccc1 (configuration not stated) | 7% | u | -12% | i | -3% | u | -1% | 44% | -6%
COc1cc2c(cc1OC)CN(CC(=O)Nc1ccc3c(c1)OCO3)CC2 | 10% | -9% | 2%[9.22 µM] | i | 4% | -25 | 4% | 2% | 6%
O=C(CCN1CCOCC1)c1ccc(Cl)cc1 | 30% | -31%[inhibitor] | -11% | i | -6%[9.22 µM] | -3 | -13% | 12% | 0%
CC(=O)NCCc1ccc(S(=O)(=O)N2CCOCC2)cc1 | 5% | i | 19% | i | 16% | 3 | 1% | -4% | -2%
COc1ccc(CCNC(=O)c2cc(=O)n(C)c(=O)n2C)cc1OC | 0% | i | -16% | i | -13% | -18 | 4% | -8% | 2%
Cc1ccc(-n2nc(C)c3c2NC2=C(C(=O)CC(C)(C)C2)C3c2ccccc2OCC(=O)O)cc1 (configuration not stated) | u | i | 3% | i | 2% | -3 | 0% | 30% | -2%
Cc1nn(CC(=O)c2ccccc2)c(=O)c2nn(-c3ccccc3F)c(C)c12 | 8% | -10% | -17% | i | -6% | u | 10% | 30% | 16%
COc1cc(Cl)c(C)cc1NC(=O)CCc1nc2cccnc2n1Cc1cccs1 | u | i | 0% | x | u | x | x | 41% | x
Cc1noc(C(=O)Nc2cccnc2)c1Cl | 5% | i | 0% | i | 1% | 35 | 11% | 6% | -2%

A different layout for part of the listing above:
Results follow in this order: GLP1R inv ag, PTHR1 ag, Abeta rescue, Akt phos inh, TDP-43 yeast inh, DRD3 antagonist, aSyn yeast inh, FUS suppressor, GLP-1R agonist
> COCCn1c(SCC(=O)Nc2ccc(F)cc2)nc2c(c1=O)SCC2
    -7%, i, 2%, i, 4%, 4, 7%, -22%, 6%
> CCS(=O)(=O)Nc1cccc(C2=NN(C(C)=O)C(c3cccs3)C2)c1 (configuration not stated)
    16%, -23%, -5%, i, -10%[9.22 µM], 0, -1%, 2%, 11%
> C[C@H](NC(=O)c1ncn2c1C(=O)N(C)CC2)C(=O)OC(C)(C)C
    11%, -13%, 2%, i, 11%, -20, 0%, -10%, -4%
> CSc1ccccc1-n1nnnc1SCC(=O)Nc1cc(C)ccc1C
    0%, -10%, -15%, i, 0%, 20, 4%, 23%, 5%
> CN(C(=O)c1cccc(NC(=O)Cc2ccc(NC(=O)C3CCCN(S(=O)(=O)c4cccc([N+](=O)[O-])c4)C3)cc2)c1)C1CCC1 (configuration not stated)
    13%, -9%, 4%, i, 11%, -1, 0%, u, -2%
> CCOC(=O)Cc1csc(Nc2c(C)n(C)n(-c3ccccc3)c2=O)n1
    4%, -10%[57.5 µM], -10%, i, -29%, -15, -5%, -13%, -2%
> COc1cc2c(cc1OC)C(C1C(=O)CCCC1=O)N(C(=O)CCl)CC2 (configuration not stated)
    6%, i, 10%, i, 24%, 17, 2%, -3%, -3%
> COc1cccc(NC(=O)c2ocnc2C)c1
    1%, i, 0%, i, 15%, 4, 0%, x, 1%
> CC1(C(=O)N2Cc3ccccc3C2)CCN1C(=O)Cc1ccccc1 (configuration not stated)
    29%, -12%, -15%, i, 15%, 0, -1%, -6%, -7%
> COC(=O)c1cn(Cc2ccccn2)c(=O)c2ccccc12
    0%, -4%, -18%, i, -10%[9.22 µM], 5, 2%, 2%, 13%
> CCOC(=O)N1CCc2c(sc(NCc3ccc(OCC)cc3)c2C(=O)Nc2ccc(OC)cc2OC)C1
    u, i, 3%, x, 0%, x, x, 33%, x
> Cc1ccccc1OC(=O)C1C(c2ccccc2)C(C(=O)O)C1c1ccccc1 (configuration not stated)
    7%, u, -12%, i, -3%, u, -1%, 44%, -6%
> COc1cc2c(cc1OC)CN(CC(=O)Nc1ccc3c(c1)OCO3)CC2
    10%, -9%, 2%[9.22 µM], i, 4%, -25, 4%, 2%, 6%
> O=C(CCN1CCOCC1)c1ccc(Cl)cc1
    30%, -31%[inhibitor], -11%, i, -6%[9.22 µM], -3, -13%, 12%, 0%

Continued.
compound | GLP1R inv ag | PTHR1 ag | Abeta rescue | Akt phos inh | TDP-43 yeast inh | DRD3 antagonist | aSyn yeast inh | FUS suppressor | GLP-1R agonist
CCN(CC)C(=O)c1sc2c(c1C)c(=O)n(Cc1ccccc1)c(=O)n2Cc1c(C)cc(C)cc1C | -9% | i | -1% | x | 0% | x | x | u | x
Cc1onc(-c2ccccc2Cl)c1C(=O)NC(=S)Nc1ccc(C(C)C)cc1 | 4µM* | -19% | 18% | i | 2% | 3 | 13% | 15% | -5%
CC1(C(=O)NCCc2c[nH]c3ccccc23)C=CC2(CCCCC2)N1C(=O)c1ccccc1 (configuration not stated) | -7% | -61%[inhibitor] | 10% | i | 18% | 46 | 22% | u | -3%
Cc1ccc(-n2c(C)cc(C(=O)COC(=O)c3ccc[nH]c3=O)c2C)cc1C | u | -16% | -92%[inhibitor] | i | -64%[inhibitor] | -20 | -28% | u | -4%
Cc1ccc(NC(=O)/C(=C\c2ccco2)NC(=O)c2ccco2)cc1 | -14% | 26% | -9% | i | -18% | -9 | 12% | 31% | 4%
Cc1ccc(OCc2cc(C(=O)NCc3cn4ccccc4n3)no2)cc1C | u | -10% | -14% | i | 6% | -25 | -9% | 16% | -4%
N#Cc1ccc(CSc2ncnc3c2cnn3Cc2ccccc2)cc1 | u | -9%[57.5 µM] | 14% | i | 9% | -4 | -3% | -10% | 3%

Reformatted as labelled records: 2 of the compounds above
> COC(=O)c1cn(Cc2ccccn2)c(=O)c2ccccc12
  GLP1R inv ag: 0%
  PTHR1 ag: -4%
  Abeta rescue: -18%
  Akt phos inh: i
  TDP-43 yeast inh: -10%[9.22 µM]
  DRD3 antagonist: 5
  aSyn yeast inh: 2%
  FUS suppressor: 2%
  GLP-1R agonist: 13%

> CCOC(=O)N1CCc2c(sc(NCc3ccc(OCC)cc3)c2C(=O)Nc2ccc(OC)cc2OC)C1
  GLP1R inv ag: u
  PTHR1 ag: i
  Abeta rescue: 3%
  Akt phos inh: x
  TDP-43 yeast inh: 0%
  DRD3 antagonist: x
  aSyn yeast inh: x
  FUS suppressor: 33%
  GLP-1R agonist: x

Only part of the results is shown; rates above refer to the full screens.
